Screens (PubChem BioAssay)
CCT modulator = changes cytosolic chaperonin activity; purified chaperonin ATPase assay, HTRF ADP detection, 30 min; activity change, % (test concentration not listed), hits read low; actives 0.3% (n = 360,000); in the data active means activity change below about -30%; further: on the % scale 0 is the no-effect control and ±100 the full control effect
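ATPase activity: ADP formed was measured by HTRF Transcreener (665/615 nm ratio) after 30 min at 37 deg C with 10 uM ATP. Compounds screened at one 76 uM concentration against 40 or 20 nM TRiC in Tris pH 7.4/KCl/MgCl2/DTT buffer.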
EPAC2 ag = activates human EPAC2 exchange factor; actives 0.079% (n = 360,000); Q8WZA2; Potency, µM (highest dose often 154 µM), inactives show at the top dose activation, hits mostly activators; EPAC2 activation, biochemical qHTS; response scale: 100% = 6.5 mM cAMP response; AID 720711; further: potency means the concentration at half of the fitted maximal effect; nearly all actives have a fitted effect of over 50% in size
Target sequence (Q8WZA2 whole entry, looked up): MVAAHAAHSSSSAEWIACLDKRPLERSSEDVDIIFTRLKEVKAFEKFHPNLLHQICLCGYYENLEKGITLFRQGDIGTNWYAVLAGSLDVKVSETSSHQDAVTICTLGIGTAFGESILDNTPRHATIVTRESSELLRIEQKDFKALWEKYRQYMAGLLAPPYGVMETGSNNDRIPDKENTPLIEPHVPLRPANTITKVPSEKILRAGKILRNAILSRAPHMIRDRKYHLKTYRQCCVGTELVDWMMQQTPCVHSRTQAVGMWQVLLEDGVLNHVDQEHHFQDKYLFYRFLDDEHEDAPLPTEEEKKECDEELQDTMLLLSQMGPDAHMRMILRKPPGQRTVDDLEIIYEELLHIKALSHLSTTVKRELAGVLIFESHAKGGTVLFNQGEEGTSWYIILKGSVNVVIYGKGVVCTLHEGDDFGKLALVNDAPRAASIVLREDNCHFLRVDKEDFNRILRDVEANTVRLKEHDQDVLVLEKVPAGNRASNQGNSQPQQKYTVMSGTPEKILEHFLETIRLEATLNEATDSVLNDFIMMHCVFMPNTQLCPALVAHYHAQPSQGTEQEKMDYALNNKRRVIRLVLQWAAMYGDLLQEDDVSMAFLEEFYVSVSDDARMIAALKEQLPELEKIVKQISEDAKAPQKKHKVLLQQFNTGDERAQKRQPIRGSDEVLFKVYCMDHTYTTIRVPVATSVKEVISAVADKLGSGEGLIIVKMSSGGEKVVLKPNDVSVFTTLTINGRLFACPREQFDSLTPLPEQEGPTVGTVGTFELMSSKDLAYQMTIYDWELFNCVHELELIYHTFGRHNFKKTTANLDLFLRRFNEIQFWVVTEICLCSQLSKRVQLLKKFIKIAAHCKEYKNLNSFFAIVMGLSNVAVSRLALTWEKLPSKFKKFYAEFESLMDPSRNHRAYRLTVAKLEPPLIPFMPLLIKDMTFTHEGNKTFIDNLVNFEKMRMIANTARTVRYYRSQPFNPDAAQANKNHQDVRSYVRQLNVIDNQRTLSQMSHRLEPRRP
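In this primary screen, activation is scored as increased exchange of BODIPY-GDP from Rap1B by 100 nM EPAC2, with 50 uM GDP as competitor. Signal is normalized to the 6.5 mM cAMP agonist control.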
MmCpn inh = inhibitors of Methanococcus maripaludis chaperonin (MmCpn). purified Mm-Cpn ATPase, ADP Transcreener TR-FRET. Potency, µM (doses to about 76.9 µM), without a hit: top-dose activity, negative = inhibition, hits mostly inhibitors. actives 0.031% (n = 330,000). AID 504842; further: potency means the concentration at half of the fitted maximal effect; on the % scale 0 is the no-effect control and ±100 the full control effect; nearly all actives have a fitted effect of over 80% in size
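Quantitative HTS used 25 nM Mm-CPN and 10 uM ATP in magnesium/KCl Tris buffer, pH 7.4, with 1 mM DTT. Hydrolysis ran 30 min at 37°C; ADP was read by HTRF.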
pAkt inh = Akt phosphorylation inhibition. Neuro2A IGF-stimulated pAkt S473 HTRF, 20 min; stronger effect = lower value. activity change, % for hits at 50 µM. actives 0.32% (n = 360,000). AID 651550; in the data active means activity change below about -80%; inconclusive means mostly about -51% to -80%; further: on the % scale 0 is the no-effect control and ±100 the full control effect
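Single-point screen (50 µM final compound) in Neuro2A cells stimulated 20 min with 6 nM IGF at 37 deg C. After lysis, Ser473-phosphorylated Akt read by HTRF (ex 330 nm, em 615/665 nm) as the 665/615 ratio.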
EPAC2 antag = EPAC2 (human) antagonism; EPAC2 GEF exchange of Rap1B-BODIPY-GDP, fluorescence; Potency, µM (titrated, usually from 114 µM), for inactives: at the highest dose activity, negative = inhibition, usual class: inhibitors; actives 0.18% (n = 360,000); AID 720708; further: potency means the concentration at half of the fitted maximal effect; on the % scale 0 is the no-effect control and ±100 the full control effect; nearly all actives have a fitted effect of over 45% in size; many of its hits are not listed in these tables
DRD3 antagonist = antagonists of human D3 dopamine receptor; actives 2.5% (n = 360,000); D3R cells, DiscoveRx beta-arrestin luminescence, antagonist mode; stronger effect = lower value; P35462; AID 652054; max response, negative = inhibition, %; in the data active means max response below about -50%; inconclusive means no clear call, values can overlap the other calls; further: on the % scale 0 is the no-effect control and ±100 the full control effect; mostly tested at two doses, the higher about 12 µM
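Cells expressing the human receptor were seeded at 1500 cells/well, incubated overnight at 37 degrees C in 5% CO2, then exposed to library compounds with dopamine controls for 90 minutes at 37 degrees C before luminescent detection.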
D3 ag = D3 dopamine receptor (human) agonism | P35462 | D3R DiscoveRx beta-arrestin cells, luminescence, 90 min | max activation, % | actives 0.58% (n = 410,000) | AID 652048; in the data active means max activation above about 30%; further: 0% is about no effect; mostly tested at two doses, the higher about 12 µM
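Cells at 1500/well, incubated overnight, then treated with pinned compounds (dopamine as control) for 90 min at 37 degrees C. DiscoveRx reagent added for 30 - 60 minutes at room temperature; luminescence read.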
PTHR1 ag = PTHR1 (human) receptor agonism; Q03431; HEK293 GP2 PTHR1 cells, GloSensor cAMP luminescence, 1 h; Potency, µM (series often up to 115 µM), without a hit: top-dose activation, usual class: activators; actives 0.075% (n = 410,000); AID 743266; further: potency means the concentration at half of the fitted maximal effect; nearly all actives have a fitted effect of over 55% in size; some results filed as inactive show a strong effect at the top dose; inactives centre near -15; many of its hits are not listed in these tables
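HEK-293-derived GP2 cells expressing PTHR1 and a GloSensor cAMP reporter, 3,000/well, plated overnight, given luciferin plus IBMX (each 0.5 mM as added) for 1 h at 37 °C, then compound for 1 h at 37 °C. Luminescence was read after 15 min at room temperature.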
Numbers without * were called inactive; i = inactive; ? = inconclusive; · = not tested or not shown; & = joins results of further samples; [ ] = dose if it differs, or a comment. Unless noted, the call rests on the fitted dose curve; in most records, active means well fitted curve in the direction sought with a large enough effect; inconclusive means small, poorly fitted or top-dose-only effect, or another doubt; inactive means no such curve, though single readings can be large; an effect the other way counts as inactive or inconclusive.

Start of the data: the first four records, to show the layout:
SMILES	CCT modulator	EPAC2 ag	MmCpn inh	pAkt inh	EPAC2 antag	DRD3 antagonist	D3 ag	PTHR1 ag
Cc1cc(C)c2cc(CN(CCO)C(=O)NC3CCCCC3)c(=O)[nH]c2c1	-0.5	-6%	1%	i	-1%	1	2	-3%
C[C@@H](OC(=O)N(C)Cc1ccccc1)[C@H]1O[C@]2(C)CCCC[C@H]1O2	-3.0	-1%	-2%	i	0%	4	3	-5%
COc1ccccc1NC(=O)CN1C(=O)C(C)Oc2ccccc21 (stereo not drawn)	-1.3	-6%	0%	i	10%	13	12	-1%[57.5 µM]
CSc1cccc(NC(=O)c2cc(S(=O)(=O)N3CCCCC3)c[nH]2)c1	-0.5	9%	-7%	i	41%[activator]	-2	-9	-18%

Main list (from the top)
SMILES	CCT modulator	EPAC2 ag	MmCpn inh	pAkt inh	EPAC2 antag	DRD3 antagonist	D3 ag	PTHR1 ag
Cc1cc(C)c2cc(CN(CCO)C(=O)NC3CCCCC3)c(=O)[nH]c2c1	-0.5	-6%	1%	i	-1%	1	2	-3%
C[C@@H](OC(=O)N(C)Cc1ccccc1)[C@H]1O[C@]2(C)CCCC[C@H]1O2	-3.0	-1%	-2%	i	0%	4	3	-5%
COc1ccccc1NC(=O)CN1C(=O)C(C)Oc2ccccc21 (stereo not drawn)	-1.3	-6%	0%	i	10%	13	12	-1%[57.5 µM]
CSc1cccc(NC(=O)c2cc(S(=O)(=O)N3CCCCC3)c[nH]2)c1	-0.5	9%	-7%	i	41%[activator]	-2	-9	-18%
O=C(NC1CC1)c1cccc(Br)c1	-0.1	14%	0%	i	14%	8	-1	i
C[C@H](NC(=O)Nc1ccc2c(c1)OCCO2)C(=O)O	-1.5	8%	-3%	i	1%	-9	-1	i
CCC(C)NS(=O)(=O)c1ccc(NS(=O)(=O)c2ccc(F)cc2)cc1 (stereo not drawn)	-1.3	14%	0%	i	-2%	11	0	-15%
C/C(CC1CC(C)OC1=O)=N\NC(N)=S (stereo not drawn)	2.1	12%	0%	i	1%[57.1 µM]	10	0	i
Cc1nn(-c2ccc(Cl)cn2)c2c1C(=O)CC(C)(C)C2Br (stereo not drawn)	-0.4	0%	·	i	0%	9	5	-18%
Cc1ccc(S(=O)(=O)Nc2cccc(C(=O)NCC(c3ccco3)N3CCCC3)c2)cc1F (stereo not drawn)	-2.0	2%	-4%	i	26%	-11	-19	-6%
CCCC[C@@H]1Cc2[nH][nH]c(=O)c2[C@@H](c2ccc(Cl)cc2)O1	-0.8	0%	·	i	9%	39	0	-12%
O=C(NC1CCCCCC1)c1ccc(CS(=O)Cc2ccccc2Cl)o1 (stereo not drawn)	0.1	-5%	2%	i	1%	-1	-7	-24%
COc1ccc(OC)c(NC(=O)c2cc(OC(C)=O)cc(C(=O)Nc3cc(OC)ccc3OC)c2)c1	-1.2	4%	-5%	i	-10%	48	13	-85%[inhibitor]
COc1ccc(-c2nc(SCC(=O)N(CC(C)C)c3c(N)n(Cc4ccccc4)c(=O)[nH]c3=O)n[nH]2)cc1	1.0	-12%	-2%	i	15%	-4	-1	-13%
C=CCOc1ccc(CNC(C)(C)C)cc1OC	-2.7	-4%	1%	i	3%	7	-4	-3%[57.5 µM]
Cn1nc(-c2ccccc2)c(CSc2ccccc2Cl)c1Cl	1.3	14%	-6%	i	-1%	-9	-12	i
CC(C)N(C(=O)NC(=O)Nc1ccccn1)S(C)(=O)=O	0.3	0%	-2%	i	8%	0	-3	-10%
O=C(Nc1ccc(C(=O)N2CCN(c3ccc(F)cc3)CC2)cc1)C1=CSCCO1	-3.1	13%	0%	i	-7%	0	-8	i
O=C(CNS(=O)(=O)c1ccc2ccccc2c1)OCC(=O)c1ccc(Br)s1	-1.4	-6%	?	i	21%	-8	-6	i
FC(F)(F)c1ccc(-n2cn[nH]c2=S)cc1	1.4	2%	0%	i	0%	-1	7	i
COc1cccc(N(CC(=O)NCCSCc2ccco2)S(=O)(=O)c2ccccc2)c1	-4.5	16%	0%	i	-7%	-2	-14	i
CC1(C(=O)NC2CCCCCCC2)CCC(=O)N1Cc1cccs1 (stereo not drawn)	-2.1	-1%	-3%	i	1%	-8	-6	i
CCCCc1ccc(NC(=S)N2CCCC2)cc1	0.6	-2%	-3%	i	-13%	-2	12	-13%
Cc1ccc(NC(=O)c2sc3ncn(CC(=O)N4CCN(c5ccccn5)CC4)c(=O)c3c2C)cc1Cl	-3.9	-8%	-14%	i	12%	-5	1	-7%
Cc1ccc(C)n1-c1ccc(N(C)C)cc1	-2.7	9%	-3%	i	-1%	?	-16	i
CC1CCc2sc(C(=O)NCc3ccc(F)cc3)cc2C1 (stereo not drawn)	-0.8	10%	2%	i	-5%	17	-1	-30%
O=C(Cn1ncc2c1-c1ccccc1OC2)N1CCN(c2ccccn2)CC1	-1.9	9%	-1%	i	5%	-6	-3	i
O=C(O)c1ncc(Cl)c(Cl)c1Cl	-2.5&-3.3	2%&-1%	0%&1%	i	-4%&7%	11&-10	3&5	?
CC(C)CCN1CCC(n2nccc2NC(=O)C2CCOC2)CC1 (stereo not drawn)	-3.8	1%	1%	i	7%	7	6	i
O=C(COC(=O)CCOc1ccccc1)Nc1ncc(Cl)cc1Cl	0.6	-6%	1%	i	2%	6	-1	i
CCOC(=O)c1ccc(NC(=O)NCc2ccccn2)cc1	1.2	4%	-5%	i	2%	-12	0	?
CCCc1nn(C(=O)c2ccccc2)c2c1C(=O)CC(C)(C)C2	-0.2	10%	-1%	i	1%	1	-2	i
Cc1ccc(NC(=O)CS(=O)CC(=O)Nc2cccc(C)c2C)cc1F (stereo not drawn)	-1.0	0%	2%	i	0%	0	-2	i
CC1(C(=O)Nc2cccnc2)Cc2c(-c3ccccc3)ccnc2O1 (stereo not drawn)	-2.9	-2%	·	i	-13%	25	8	-8%
Cc1ccc(S(=O)(=O)NCC(=O)NNC(=O)c2ccc(Br)cc2)cc1C	-3.1	-1%	-2%	i	-3%	1	12	-8%
FC(F)(F)c1nc2ccccc2n1CCNc1nc(CN2CCCCC2)cs1	1.1	5%	1%	i	-5%	1	-17	0%
CCN(CC)S(=O)(=O)c1ccc(OC)c(NC(=O)COc2ccc3c(C)cc(=O)oc3c2)c1	1.1	-5%	?	i	2%	9	1	i
Cc1noc(NS(=O)(=O)c2ccc(N/C=C\C(=O)c3ccc4c(c3)OCO4)cc2)c1C	-0.8	3%	1%	i	-1%	15	11	6%[57.5 µM]
CC(C)Cn1c(=O)c2c(nc3n2CC(C)CN3Cc2ccccc2)n(C)c1=O (stereo not drawn)	0.5	-2%	0%	i	5%	10	-12	i
COc1ccc(S(=O)(=O)N2CCCCC2)cc1NC(=O)c1ccc2ccccc2n1	-1.6	1%	1%	i	1%	11	7	-66%[inhibitor]
COc1ccc(C(=O)Nc2cccc(NC(C)=O)c2)cc1OC	1.2	8%	-3%	i	-14%	15	0	i
COc1cccc(C(=O)NCC(=O)N/N=C/c2cccc(OC(=O)c3ccc([N+](=O)[O-])cc3)c2)c1	-0.3	-6%	0%	i	-3%	3	6	-11%
Cc1nn(C(C)C)c(C)c1CN1CCC(C(=O)Nc2cccc(-c3cccc(F)c3)c2)CC1	-2.3	1%	0%	i	1%	-53*	-19	-12%
COc1cccc(C(NC(C)=O)c2nc(-c3ccoc3)cs2)c1 (stereo not drawn)	0.0	9%	·	i	-5%	-3	1	-8%
O=C(CCCc1nc2ccccc2s1)NCc1ccc(F)cc1	-4.0	11%	-1%	i	-6%	1	9	i
CCOc1cc(CNC(C)(C)CO)cc(Br)c1OCc1ccc(Cl)cc1Cl	-3.4	-15%	-5%	i	-4%	12	24	i
C=CCSc1nnc(NC(=O)C2CC(=O)N(Cc3ccc(C)cc3)C2)s1 (stereo not drawn)	2.6	-2%	1%	i	-7%	?	3	-20%
COCCSc1ccccc1C(=O)Nc1ccc(Cl)cc1	0.1	9%	1%	i	-5%	-15	-7	i
O=C1CSC(=Nc2ccc(O)cc2)N1	-20	4%	3%	i	3%	-9	-2	i
COc1ccc(C2C(C(=O)Nc3cc(C)on3)c3ccccc3C(=O)N2C)cc1OC (stereo not drawn)	0.9	2%	2%	i	-3%	6	2	?
Going on with the list:
SMILES	CCT modulator	EPAC2 ag	MmCpn inh	pAkt inh	EPAC2 antag	DRD3 antagonist	D3 ag	PTHR1 ag
CCC(C)NC(=O)Cn1c(-c2ccccc2)cc(C(C)=O)c1C (stereo not drawn)	-0.1	3%	1%	i	2%	8	1	i
CCOc1ccc(NC(=O)Cn2nnc(-c3ccccc3NC(=O)C3CC3)n2)cc1	2.2	-14%	-1%	-126%*	3%	28	4	i
COc1ccc(C(=O)NCC(=O)OCC(=O)NC2CCCC2)cc1	-2.9	0%	-1%	i	2%	6	12	i
O=C(CS(=O)CC(=O)N(c1ccccc1)C(C(=O)NC1CCCC1)c1cccs1)Nc1ccc(F)cc1 (stereo not drawn)	-2.1	-5%	0%	i	-14%	10	-5	-8%
CCOC(=O)c1c(S(=O)(=O)NCCCc2ccco2)c(C)n(C)c1C	1.6	2%	1%	i	3%	-6	5	i
Cc1cccc(C)c1NC1=NCCCCC1	-1.1	5%	-1%	i	12%	9	10	i
Cc1ccc(C(=O)N/N=C\c2cccs2)cn1	0.6	-1%	-3%	i	7%	-8	-1	i
CC(C)N(C(=O)[C@H]1C[C@H](CC(=O)NC(C)(C)C)C(=O)N2CCc3c([nH]c4cc(CCC(=O)N(C)C)ccc34)[C@]12C)C(C)C	-0.6	1%	3%	i	-2%	18	2	i
COc1ccc(C)cc1-n1c(=O)c2ccccc2c2ccccc2c1=O	2.2	8%	0%	i	-26%	4	-4	-21%
COc1ccc(CCC(=O)NNC(=O)c2ccc(F)cc2)cc1	-3.6	3%	0%	i	8%	5	-3	i
CCOc1ccc(NC(=O)C(CC)NC(=O)c2ccccc2CO)cc1 (stereo not drawn)	-2.8	9%	1%	i	-1%	-29	-6	i
CCN(CC)C(=O)c1cc([N+](=O)[O-])cc2c1-c1ccc([N+](=O)[O-])cc1C2=C(C#N)C#N	-0.2	-1%	1%	i	-4%	-12	0	-3%
COc1cccc(CN(C)C(=O)c2cc(-c3ccc(OC)c(OC)c3)nc3ccccc23)c1	-3.8	16%	3%	i	-8%	39	34*	i

Some of the compounds tested; the hit share may differ from the screen's.
